TWEAK Fn14 block = inhibitors of TWEAK-Fn14 interaction signaling. inhibition, % at 10 µM. actives 2% (n = 360,000). TWEAK-stimulated Fn14 reporter cells, luciferase luminescence, 8 h; in the data active = inhibition above about 50%
KKLEB cytotox = reduces viability of KKLEB cystic fibrosis airway cells; KKLEB CF airway cells viability, ATPlite luminescence, overnight; stronger effect = lower value; cells stimulated with P. aeruginosa culture filtrate; activity change (cytotoxicity), % at 5 µM; actives 0.36% (n = 360,000); AID 602141;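 active = corrected activity change at or below -50% at 5 µM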
HIF-2a inh = inhibitors of HIF-2a | 786-0 RCC cells HIF-2a reporter, luciferase luminescence, overnight | inhibition, % at 18.8 µM | actives 0.72% (n = 360,000) | AID 624352;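 active = inhibition of the luminescence signal of 40% or more relative to plate controls, in a single-dose primary screen at 18.75 µM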
NR2E3 ag-1 = agonists of human nuclear receptor NR2E3. GST-NR2E3/biotin-RetCOR TR-FRET, 1536-well. actives 0.12% (n = 320,000). inhibition of corepressor binding, % at 4.78 µM. AID 2300;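 active = percent inhibition above the cutoff of mean plus 3 SD of all tested compounds, set per screening campaign, cut at about 20% in these data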;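 also: 0% = DMSO wells and 100% = biotin wells as full block of FRET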
Target sequence (Q9Y5X4 whole entry, looked up): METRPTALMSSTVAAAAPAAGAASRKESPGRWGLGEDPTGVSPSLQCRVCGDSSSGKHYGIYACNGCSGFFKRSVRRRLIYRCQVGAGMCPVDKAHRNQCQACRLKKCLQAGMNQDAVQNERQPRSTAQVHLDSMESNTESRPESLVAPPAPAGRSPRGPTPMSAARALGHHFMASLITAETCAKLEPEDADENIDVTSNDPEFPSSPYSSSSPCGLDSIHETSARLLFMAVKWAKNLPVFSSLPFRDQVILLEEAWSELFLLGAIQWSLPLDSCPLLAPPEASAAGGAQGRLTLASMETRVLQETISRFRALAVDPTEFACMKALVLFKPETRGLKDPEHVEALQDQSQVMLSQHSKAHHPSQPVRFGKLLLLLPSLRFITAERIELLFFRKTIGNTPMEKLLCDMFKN
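Test system: GST-NR2E3 and biotin-RetCOR proteins | Quantity: 1.35 nM GST-tagged NR2E3 final | Medium: Tris pH 7.5 | Also added: 7 nM biotin-RetCOR | Dosing: Compound at 4.8 µM, single dose | Timing: 5 h at 4 °C | Detection: Time-resolved FRET | Read-out basis: Percent inhibition | Benchmarks: Biotin wells as high control, 0.6% DMSO wells as low control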
aDG glyco act = increases alpha dystroglycan glycosylation; AID 624168; actives 0.22% (n = 360,000); activation, % at 10 µM; Pro5-aDG cells, alpha-DG glycosylation AlphaScreen (IIH6); 0% Pro5, 100% B10-LARGE cell signal;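 active = activation of at least 8% versus controls, or a plate z-score of at least 8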;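 also: Pro5 are CHO cells carrying HIG-tagged alpha-DG that lacks glycosylation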
iPSC survival up = enhancers of human iPSC single-cell survival. hiPSC single-cell survival, ATPlite luminescence; 100% = ROCK inhibitor wells, 0% = DMSO. survival enhancement, % at 20 µM. actives 0.044% (n = 360,000). AID 602274; in the data active = survival enhancement above about 18%;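 also: cells exposed to compounds for 16 hours before the ATP read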
NR2E3 ag-2 = human photoreceptor-specific nuclear receptor agonism. CHO-S Gal4-NCOR/VP16-NR2E3 two-hybrid, luciferase. AID 602229. inhibition of corepressor binding, % at 3.98 µM. actives 0.35% (n = 360,000). Q9Y5X4;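 active = inhibition above the mean of all tested compounds plus 3 SD, cut at about 70% in these data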;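 also: 0% = DMSO with NR2E3 transfected cells and 100% = cells lacking NR2E3 construct; higher means lower luciferase signal from less NR2E3 corepressor binding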
MITF TRPM1 inh = reduces MITF-dependent TRPM1 promoter luciferase signal; SK-MEL-5 TRPM1 promoter luciferase, 24 h; inhibition, % at 12.5 µM; actives 0.83% (n = 330,000); AID 488899;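 active = mean inhibition across replicates of 60% or more, whatever share of single replicates reaches that level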; also: values of inactives mirror those of a sister screen read the other way
CF NFkB inh = cystic fibrosis NF-kB activation inhibition; KKLEB NF-kB-GFP reporter, PAF-induced, GFP fluorescence overnight; inhibition, % at 5 µM; actives 0.86% (n = 360,000); AID 588850;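 active = at least 50% inhibition at 5 µM, scaled per plate between neutral and stimulator controls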;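 also: PAF is a Pseudomonas aeruginosa culture filtrate used as stimulus; plate controls were PAF-stimulated DMSO wells for no effect and unstimulated DMSO wells for full effect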
Shn3 3UTR inh = Schnurri-3 reporter inhibition in Clone20 osteoblasts. Clone20 osteoblast Shn3 3'UTR firefly luciferase, 24 h. inhibition, % at 12.5 µM. actives 0.52% (n = 360,000). AID 588674;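 active = mean inhibition of at least 75% with every replicate also reaching 75%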;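 also: 0% = median of neutral control wells and 100% = pilot-screen positive control compound; some compounds past the cut are filed as inactive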
Peg3 prom inh = Peg3 promoter activity inhibition; HeLa PEG-Prom luciferase reporter, luminescence, overnight; actives 1.7% (n = 360,000); inhibition, % at 20 µM;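 active = inhibition of at least 50% at 20 µM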
The depositor's hits bear a star; x = not tested or not shown. Compounds were not picked by outcome, and some 4.4% of all compounds hit somewhere here.

SMILES	TWEAK Fn14 block	KKLEB cytotox	HIF-2a inh	NR2E3 ag-1	aDG glyco act	iPSC survival up	NR2E3 ag-2	MITF TRPM1 inh	CF NFkB inh	Shn3 3UTR inh	Peg3 prom inh
Cc1cc(=O)oc2cc(OC(=O)c3cncc(Br)c3)ccc12	2.9	11.9	10.4	-0.1	-0.3	-0.7	4.0	-17.0	-7.3	2.2	16.8
COc1cc(/C=C/c2c([N+](=O)[O-])c(=O)n(C)c(=O)n2C)cc(OC)c1OC	11.6	-3.8	26.2	-3.0	1.0	0.2	15.4	25.8	27.1	11.2	2.4
Cc1cccc(S(=O)(=O)Nc2ccc(S(=O)(=O)Nc3nccs3)cc2)c1	-2.4	6.9	1.5	x	0.0	-0.4	-21.3	2.3	-11.6	-11.0	1.9
CCC(C)(C)NC(=O)CN(C(=O)CNS(=O)(=O)c1ccc(F)cc1)c1ccc2c(c1)OCCO2	17.2	2.4	9.3	5.0	0.0	-0.4	-3.1	-1.8	9.3	-3.4	8.8
Cc1nnc(SCC(=O)NC(C)(C)C)n1NCc1c(F)cccc1Cl	-19.3	0.8	23.6	3.1	-0.1	-0.6	-4.6	-25.6	6.2	0.4	4.7
Cc1c(C)c2c(OCC(=O)NCc3ccncc3)cc3c(c2oc1=O)CCC(C)(C)O3	-10.2	-19.2	6.8	2.5	-0.4	-4.6	-6.5	1.9	13.7	-0.5	15.2
Cc1cccc(N(C(=O)c2ccco2)C(C(=O)NC2CCCC2)c2cccnc2)c1C (centres undefined)	5.8	-4.7	8.7	-0.4	-0.1	-0.1	2.0	-1.5	-4.4	-75.6	-0.3
Cc1csc(NC(=O)c2cc3c(s2)CCCCC3)n1	94.6*	-63.1*	27.4	-2.5	0.2	-3.2	12.0	47.1	9.0	70.0	57.7*
COc1ccc(OC)c(/C=N/NC(=O)c2ccc(Cn3cc([N+](=O)[O-])cn3)o2)c1	-6.3	5.7	-2.5	0.0	0.0	-0.6	6.1	14.1	-9.2	-2.3	7.7
CCC1CCCCN1C(=O)CSc1nc(C)cc(C)n1 (centres undefined)	0.7	6.1	11.7	2.2	0.5	0.2	7.5	-0.3	20.9	-45.7	-13.1
O=C(CCC(=O)c1ccc(F)cc1)NN1C(=O)NC2(CCCCC2)C1=O	-14.6	1.2	12.3	1.8	-0.1	-0.5	7.2	10.2	11.7	-1.4	-2.3
COC(=O)c1ccc(Cl)c(NC(=O)CSc2nnc(-c3ccncc3)o2)c1	1.6	3.2	11.5	-0.8	0.3	-0.6	5.6	6.7	4.2	12.0	18.4
CCc1ccc(N2CC(C(=O)N3CCN(S(=O)(=O)c4cccc(F)c4)CC3)CC2=O)cc1 (centres undefined)	-1.0	9.5	0.0	x	-0.1	-2.1	-30.8	x	0.2	10.7	8.8
CCOC(=O)C[C@H]1c2ccc(C(F)(F)F)cc2S(=O)(=O)N1C(C)(C)C	7.6	-10.2	-3.4	0.8	0.2	-2.2	6.0	-0.5	9.3	2.5	-82.4
COc1ccc(-c2noc(CCC(=O)NCCCN3CCN(c4ccc(F)cc4)CC3)n2)cc1	25.7	-1.3	5.2	0.7	1.8	-1.5	-4.8	-8.2	6.3	47.4	-1.6
CCNC(=S)NNC(=O)c1cc(-c2cc(C)ccc2C)nc2ccccc12	0.9	0.0	-2.8	-1.9	-0.1	-1.8	-8.8	7.5	0.8	-14.8	5.2
COc1ccc(C2c3ccc4ccccc4c3Oc3ncn(CCCN(C)C)c(=N)c32)cc1 (centres undefined)	-189.1	-17.7	93.1*	-1.1	-0.3	0.0	10.3	100.6*	12.7	60.3	112.1*
COc1ccc(CC(=O)NCc2ccc3c(c2)OCO3)cc1	3.4	-6.5	2.1	-0.2	0.1	0.6	-19.6	-6.9	6.0	-16.0	-2.2
O=C1Nc2ccc(S(=O)(=O)N3CCOCC3)c3cccc1c23	21.4	7.7	8.7	1.8	-0.2	0.9	-11.7	8.4	-1.9	-10.4	13.7
COc1ccc(/C=C/C(=O)OC(C)C(=O)c2ccccc2)cc1OC (centres undefined)	-9.3	15.4	-57.5	2.4	0.1	0.3	-18.1	-17.1	-10.4	13.3	-36.3
C/C(CC(=O)N1CCN(C=O)CC1)=N\NC(=O)c1cc2ccccc2cc1O	38.2	-0.6	14.3	0.0	0.1	-0.1	-34.0	0.1	6.7	-4.7	-18.6
CC(C)Cc1nnc(NC(=O)C2CCCN(C(=O)c3ccc(Cl)cc3)C2)s1 (centres undefined)	14.1	-11.5	9.4	x	0.0	-1.7	-4.2	x	-16.2	-6.1	12.7
Cc1cc(C)n(CC(=O)N2CCc3ccccc32)c(=O)c1C#N	45.3	3.1	5.5	-0.6	0.1	0.6	-10.3	3.5	-1.4	-6.8	2.6
CCc1ccc(NC(=S)N(Cc2cccc(Br)c2)CC2CCC(C(=O)O)CC2)cc1 (centres undefined)	-39.5	10.8	-52.2	-1.1	-0.1	-0.2	-10.7	-6.6	-0.1	-7.6	-20.2
CCN(Cc1ccncc1)C(=O)c1ccccc1NS(=O)(=O)c1ccc(F)cc1	-28.9	10.3	7.9	2.6	0.0	-0.1	10.2	-8.5	-6.7	10.2	17.7

Three entries out of the list above, arranged by the number in aDG glyco act, low to high:
SMILES | TWEAK Fn14 block | HIF-2a inh | NR2E3 ag-1 | aDG glyco act | NR2E3 ag-2 | MITF TRPM1 inh | CF NFkB inh | Shn3 3UTR inh | Peg3 prom inh
CCN(Cc1ccncc1)C(=O)c1ccccc1NS(=O)(=O)c1ccc(F)cc1 | -28.9 | 7.9 | 2.6 | 0.0 | 10.2 | -8.5 | -6.7 | 10.2 | 17.7
COc1ccc(CC(=O)NCc2ccc3c(c2)OCO3)cc1 | 3.4 | 2.1 | -0.2 | 0.1 | -19.6 | -6.9 | 6.0 | -16.0 | -2.2
Cc1csc(NC(=O)c2cc3c(s2)CCCCC3)n1 | 94.6* | 27.4 | -2.5 | 0.2 | 12.0 | 47.1 | 9.0 | 70.0 | 57.7*

Next section
SMILES	TWEAK Fn14 block	KKLEB cytotox	HIF-2a inh	NR2E3 ag-1	aDG glyco act	iPSC survival up	NR2E3 ag-2	MITF TRPM1 inh	CF NFkB inh	Shn3 3UTR inh	Peg3 prom inh
Cc1ccc(/C=C2\NC(=S)NC2=O)cc1[N+](=O)[O-]	-7.1	2.3	-1.4	4.3	-0.6	-2.1	-11.3	-9.4	4.6	-8.0	-14.2
CCOc1ccccc1NC(=O)C(OC(=O)c1ccccc1O)c1ccccc1 (centres undefined)	18.4	2.8	9.8	5.0	0.0	-0.6	-18.7	10.9	-0.8	22.0	16.4
CCC(C)c1ccc(S(=O)(=O)N2CCN(C(=O)c3ccc(Cl)c(S(=O)(=O)N4CCOCC4)c3)CC2)cc1 (centres undefined)	21.0	7.6	-9.4	x	3.1	-0.4	38.8	30.0	7.1	89.7*	20.2
CCOC(=O)N1CCN(S(=O)(=O)N2CCCC(C(=O)NCc3ccccc3OCC)C2)CC1 (centres undefined)	-1.3	-6.0	7.1	x	0.0	0.1	3.0	x	-23.6	11.7	8.2
O=C(CCN1CCCCCC1)c1ccccc1	4.4	13.0	4.8	0.9	-0.1	4.3	1.1	2.7	-10.6	11.9	-1.7
CCOP(=O)(NC12CC3CC(CC(C3)C1)C2)NC12CC3CC(CC(C3)C1)C2	46.5	-5.1	15.3	-1.2	0.2	0.5	-29.5	6.1	6.6	5.0	18.0
O=C(NCC(c1ccco1)N1CCOCC1)c1ccc(Cl)cc1 (centres undefined)	-6.2	2.7	10.6	-4.8	0.1	-0.5	-12.5	-11.4	-28.0	-1.9	13.3
CC(C)[C@@H]1CC[C@@H](C)c2c(-c3ccccc3)n[nH]c21	14.1	-10.7	-11.0	1.9	0.0	1.0	2.7	4.2	17.5	32.1	12.6
O=C(O)CSc1cc(C(=O)c2ccccc2O)cn2c(=O)c3c4c(sc3nc12)CCCC4	-30.4	-1.1	-120.4	x	-0.2	0.2	-3.1	-1.7	-2.8	-18.1	-25.8
O=C1CC(/C=C/c2ccccn2)=Nc2ccccc2N1	3.2	16.0	-75.3	-0.4	0.7	0.1	-31.6	3.1	23.4	1.5	-27.6
CCCOC(=O)c1ccc(NC(=O)CCOc2ccccc2)cc1	-4.9	-21.3	-3.1	-4.3	0.4	-0.7	3.9	-10.0	26.0	2.3	-11.6
Cc1cc(C)n2ncc(S(=O)(=O)c3ccccc3)c2n1	28.0	18.1	8.7	-0.3	-0.4	-0.4	2.6	-6.5	-7.3	-6.0	-4.1
Cc1ccccc1CN1CCc2c(OCC(=O)N3CCCc4ccccc43)cccc2C1=O	30.7	-23.5	-11.5	-0.2	0.2	-2.2	6.0	4.8	-21.6	42.3	23.5
COc1ccc(-n2c(N)c(C(=O)Nc3c(C)n(C)n(-c4ccccc4)c3=O)c3nc4ccccc4nc32)cc1	13.1	-22.9	10.0	2.7	0.1	1.3	-17.1	0.3	14.3	25.8	36.2
CCOc1ncccc1C(=O)OC(C)C(=O)NC(=O)NC1CCCCC1 (centres undefined)	11.9	-6.4	12.0	0.7	-0.5	0.5	34.7	4.2	19.5	22.5	15.9
O=C(Nc1ccccc1C(F)(F)F)N1CCC(n2c(=O)[nH]c3ccccc32)CC1	3.0	-6.9	19.1	-2.1	-0.1	-1.0	3.5	7.6	8.2	8.5	17.2
CCN1C2=C(C(=O)CCC2)C(c2ccc(O)c(Br)c2)C2=C1CCCC2=O	-4.4	-2.5	22.3	-2.8	-0.2	0.6	29.1	-2.3	0.4	-7.9	15.4
C[C@H]1[C@@H](c2ccccc2)Oc2ccc(Cl)cc2S(=O)(=O)N1Cc1ccc(F)cc1F	-25.7	-4.3	1.0	x	0.1	-0.6	-17.5	-2.8	4.8	5.2	-3.0
C=CCNC(=S)N1CCC(C(=O)c2ccc(Cl)cc2)CC1	12.5	-11.6	-1.1	-0.1	0.3	0.2	-9.0	-19.5	-4.9	3.7	16.5
Cc1cccc(NC(=O)/C(=C\c2ccc([N+](=O)[O-])o2)NC(=O)c2ccc(Cl)cc2)c1	12.8	-10.6	6.1	-0.1	-0.2	-0.1	0.3	2.4	10.9	17.5	55.8*
Cc1ccc(/C=N/NC(=O)c2cc3c(ccc4ccccc43)o2)o1	-14.2	10.9	-76.4	x	-0.2	-0.3	-50.8	-30.6	-41.2	-0.5	-57.4
Cc1ccc(NC(=O)CCCC(=O)O)c(Br)c1	-3.6	-9.1	7.3	-0.7	0.1	3.5	-24.3	-3.1	-9.5	0.6	4.5
Cc1cc(C)n2nc(CC(=O)NC3CCCCCC3)nc2n1	5.1	-12.0	1.6	0.1	0.1	8.8	-11.9	5.8	-6.0	-0.3	10.2
C/C(=N/NC(=O)CC(=O)N/N=C(\C)c1ccc([N+](=O)[O-])cc1)c1ccc([N+](=O)[O-])cc1	7.6	3.1	7.9	-0.5	0.0	-0.3	6.7	6.8	-6.9	3.1	16.9

Bioassay records (PubChem BioAssay)
